High-throughput results: PubChem BioAssay, several laboratories
Rac1 GTP hydrolysis: MgcRacGAP GTPase-activating activity inhibitors, confirmation, biochemical, ADP Hunter fluorescence. MgcRacGAP-stimulated Rac1 GTP hydrolysis, ADP Hunter fluorescence; higher % means a stronger effect; GST-tagged Rac1 F28L mutant substrate. inhibition, % at 30 µM, or IC50 in µM where a hit was titrated. hit rate 0.6% among 340,000. AID 624330;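 active means first-screen hits whose inhibition reached a set limit at any dose in the follow-up dose series; inconclusive means inhibition above the set first-screen limit but never retested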;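 further: fluorescence reports GDP produced by GAP-driven GTP hydrolysis; strong numbers were not always called active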
RSV antiviral HEp-2: inhibition of RSV-induced cytopathic effect – HEp-2 cells, primary 10 µM value included (AID 2391); HEp-2 cells, RSV-induced CPE inhibition; higher % means a stronger effect; hit rate 0.13% among 310,000; CPE inhibition, % at 10 µM, or IC50 in µM where a hit was titrated; in the data active means a potency from the dose series; inconclusive means CPE inhibition mostly from about 23% at the one dose, without a potency; inactive means the rest, 99 in 100 with CPE inhibition below about 21%; further: strong numbers were not always called active
AID2073: inhibitors of Mint1-CaV2.2 protein interaction, biochemical, HTRF (AID 2073); HTRF protein-protein interaction, Mint1-CaV2.2; higher % means a stronger effect; inhibition, % at 20 µM; hits with a dose series show IC50 in µM; hit rate 0.19% among 290,000; in the data active means inhibition mostly above about 51%, no sharp cut-off; inconclusive means no clear call, values can overlap the other calls; inactive means mostly below about 53%; further: some results filed as inactive read as strong as hits
XIAP displacement: XIAP antagonists, biochemical, IAP family, fluorescence polarization (AID 1018); XIAP BIR domain, fluorescence polarization peptide displacement; higher % means a stronger effect; displacement, % at 20 µM, or IC50 in µM where a hit was titrated; hit rate 0.007% among 200,000; in the data active means displacement above about 50%; further: a part of the inactive calls stands beside numbers as strong as those of hits
Large T inhibition: TAg ATPase/helicase activity blockers – biochemical (AID 1903) | SV40 large T antigen ATPase/helicase inhibition assay; higher % means a stronger effect | inhibition, % at 20 µM; hits with a dose series show IC50 in µM | hit rate 0.39% among 310,000; in the data active means a potency from the dose series; inconclusive means inhibition mostly from about 32% at the one dose, without a potency; inactive means the rest, 99 in 100 with inhibition below about 32%; further: strong numbers were not always called active
HIV fusion peptide: inhibitors of HIV fusion peptide binding, primary screen, biochemical, uHTS, fluorescence dequenching (AID 1986); cell-free peptide binding, fluorescence dequenching, 30 min; higher % means a stronger effect; inhibition, % at 20 µM; hits with a dose series show IC50 in µM; hit rate 0.3% among 290,000; in the data active means inhibition mostly above about 52%, no sharp cut-off; inactive means mostly below about 76%; further: some results filed as inactive read as strong as hits
LYP inhibition: PTPN22 lymphoid phosphatase activity blockers – biochemical, fluorescence intensity, uHTS (AID 1779). inhibition, % at 11.5 µM, or IC50 in µM where a hit was titrated. hit rate 0.054% among 290,000. recombinant LYP phosphatase, fluorescence intensity; higher % means a stronger effect; in the data active means inhibition above about 50%;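 further: plate controls were vehicle with enzyme for no effect and no enzyme for full effect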
SIAH1 antagonists: blockers of Siah-1 interaction with plectin peptide – biochemical, fluorescence polarization, rhodamine-plectin, uHTS, primary screen (AID 1817); Siah-1 / rhodamine-plectin peptide fluorescence polarization; higher % means a stronger effect; displacement, % at 20 µM; hits with a dose series show IC50 in µM; hit rate 0.02% among 290,000;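 active means displacement of at least 50% at 20 µM, with a fluorescence ratio check between 0.3 and a set limit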;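 further: plate controls were Siah plus tracer with DMSO for no effect and tracer alone without Siah for full effect; strong numbers were not always called active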
Dengue-2 NS5 capping: Dengue-2 NS5 methyltransferase inhibitors, primary screen, biochemical, confirmation dose response (AID 588689); Dengue-2 NS5 methyltransferase capping enzyme assay, biochemical; higher % means a stronger effect; one-dose inhibition, % at 25 µM; IC50 in µM for titrated hits; hit rate 0.3% among 340,000; in the data active means a potency from the dose series; inconclusive means inhibition above about 29% without an active follow-up result
Dengue-2 NS5 capping pilot replicate: second read-out of Dengue-2 NS5 capping, no call of its own (marks repeat the call); inhibition, %; measured here: pilot screen replicate inhibition
The depositor's hits bear a star; ? = inconclusive; nt = not tested or not shown.

SMILES	Rac1 GTP hydrolysis	RSV antiviral HEp-2	AID2073	XIAP displacement	Large T inhibition	HIV fusion peptide	LYP inhibition	SIAH1 antagonists	Dengue-2 NS5 capping	others
O=[N+]([O-])C(=C1Nc2ccccc2N1)C(Cl)=C(Cl)Cl	-6%	1.6%	-2%	-9.2%	21%	-1.0%	0%	-3%	-19%
COc1cccc(OC)c1NC(=O)CN(C)S(=O)(=O)c1ccc2c(c1)OCCO2	4%	0.9%	-10%	nt	2%	1.1%	-11%	-3%	-2%
Nc1ncnc(Sc2ccccc2)c1[N+](=O)[O-]	0%	0.1%	2%	-9.1%	5%	-0.8%	-5%	-8%	-4%
CSCC[C@H](NC(=O)Cc1c(C)c2cc3c4c(oc3cc2oc1=O)CCCC4)C(=O)O	9%	2.7%	30%	nt	6%	1.5%	-10%	-3%	0%
O=C(OCc1ccc(F)cc1)c1cccnc1Cl	3%	0.8%	-4%	nt	10%	-0.2%	-11%	4%	-5%
Cc1nn(CC(=O)Nc2ccc(Cl)cc2)c(=O)c2cc(-c3ccccc3)nn12	-1%	0.7%	14%	nt	3%	3.4%	-11%	12%	0%
COc1ccc(C(=O)Nn2c(C)nc3ccccc3c2=O)cc1OC	4%	-0.4%	7%	nt	-2%	-0.1%	-5%	-2%	1%
COc1ccc(Cc2cnc(N)s2)cc1	8%	0.4%	-11%	-5.6%	18%	-1.0%	0%	-1%	2%
CC(=O)Nc1cc(C(=O)N(C)Cc2ccco2)ccc1Sc1ccc(C)cc1	7%	0.7%	10%	-8.1%	18%	3.4%	-9%	6%	-1%
O=C(COC(=O)c1ccc(Cl)c(S(=O)(=O)N2CCOCC2)c1)NCc1ccco1	1%	-1.3%	nt	nt	6%	nt	nt	nt	-7%
Cc1c(C(=O)N2CCN(c3ccccc3)CC2)sc2ncnc(N3CCN(c4ccccn4)CC3)c12	8%	?	14%	nt	8%	0.1%	-1%	4%	-4%
Cc1ccc(C)c(NC(=O)CN(C)C(=O)c2cccc(S(=O)(=O)N3CCN(Cc4ccccc4)CC3)c2)c1	5%	2.6%	6%	nt	6%	0.9%	-8%	1%	-2%
CCN(CC)CCSc1nc(O)c(Cc2ccccc2)c(=O)n1-c1ccccc1	3%	2.5%	7%	-2.9%	3%	-0.2%	-3%	-2%	-3%
COc1cc(-c2nnc(CSc3nnc(Nc4ccc(C(C)C)cc4)s3)o2)cc(OC)c1OC	14%	11%	10%	-4.1%	16%	-1.2%	15%	2%	-4%
Cc1cc(C)c(NC(=O)CCN2CCN(Cc3ccccc3)CC2)c(C)c1	8%	-1.6%	nt	nt	4%	nt	nt	nt	0%
COc1ccc(C)cc1N(CC(=O)N/N=C/c1ccccc1C(=O)O)S(=O)(=O)c1ccccc1	3%	0.3%	11%	-6.2%	6%	3.6%	-6%	0%	-11%
CCOC(=O)Cc1nnc(NC(=O)CSc2nnc3c(n2)[nH]c2ccccc23)s1	13%	0.9%	36%	-5.4%	19%	10%	-10%	9%	-3%
CCc1ccc(C(O)(C(C)C)C(CN2CCOCC2)c2ccccc2)cc1 (stereo not drawn)	10%	8.8%	4%	nt	6%	-0.2%	0%	1%	-12%
O=C(COc1cccc(Cl)c1)NCc1ccccc1	-16%	-1.1%	2%	nt	3%	2.4%	-8%	-1%	-9%
COCCNC(=O)C(c1ccc(C)o1)N(CCOC)C(=O)Cn1nnc2ccccc21 (stereo not drawn)	10%	0.2%	-3%	-2.4%	10%	-2.0%	-6%	-2%	-8%
Cc1ccc(F)cc1NC(=O)C1CC(=O)N(CCc2ccccc2)C1 (stereo not drawn)	3%	-1.2%	0%	-7.5%	0%	-1.4%	-4%	-2%	-2%
COc1ccc(N2CCN(C(=O)c3c(C)nn(-c4ccccc4)c3C)CC2)cc1	12%	1.0%	-7%	-3.1%	19%	-1.6%	-6%	-4%	-2%
CCc1nc2ccccc2c(=O)n1NC(=O)c1c(O)c2cccc3c2n(c1=O)CCC3	9%	1.9%	4%	-1.4%	10%	5.9%	-1%	-2%	1%
O=C(CNC(=O)COc1ccccc1)NCCc1ccccn1	6%	1.1%	9%	-6.5%	20%	4.5%	-5%	-1%	5%
CC1CCN(CC(O)CN2c3ccccc3Sc3ccccc32)CC1 (stereo not drawn)	20%	2.0%	17%	nt	10%	0.2%	-16%	-5%	-3%
Next records follow:
SMILES	Rac1 GTP hydrolysis	RSV antiviral HEp-2	AID2073	XIAP displacement	Large T inhibition	HIV fusion peptide	LYP inhibition	SIAH1 antagonists	Dengue-2 NS5 capping	others
CC(C)c1nn2c(=O)cc(CSc3ccccc3NC(=O)c3ccccc3F)nc2s1	-16%	0.8%	13%	nt	0%	-1.5%	-5%	-10%	-6%
COc1cccc2c1cc1c(=O)n(CC(=O)NC3CCCCC3)nc(C)n12	18%	0.4%	13%	nt	-16%	3.2%	-8%	3%	-6%
O=C(C1COc2ccccc2O1)N1CCN(c2ccccn2)CC1 (stereo not drawn)	2%	-1.8%	nt	nt	23%	nt	nt	nt	-2%
CCn1c(=O)cc(OCC(=O)N2CCCCCC2)c2ccccc21	8%	-0.7%	-1%	-2.1%	29%	-0.1%	-1%	1%	-5%
CCOC(=O)CNC(=O)/C=C/c1ccc2c(c1)OCO2	9%	-1.8%	-3%	-1.4%	9%	-0.6%	-4%	-1%	7%
CC(N)c1ccc(Cl)cc1Cl (stereo not drawn)	6%	2.1%	-3%	-1.6%	3%	1.9%	2%	10%	-3%
CCn1nc(C)cc1C(=O)n1nc(C)c(Sc2ncccn2)c1C	20%	2.0%	4%	nt	6%	1.6%	-6%	0%	0%
CC(C)CN(C(=O)c1ccc(=O)n(C)n1)c1nc2ccccc2s1	-2%	3.6%	6%	-7.6%	12%	-2.3%	0%	0%	0%
COc1ccc(Cn2c(=O)n(Cc3ccco3)c(=N)c3c4c(sc32)COC(C)(C)C4)cc1	11%	14%	9%	-2.4%	17%	0.0%	-6%	0%	-11%
Cc1ccc(Sc2c([N+](=O)[O-])c(=O)n(C)c3ccccc23)cc1	8%	1.9%	-26%	nt	0%	-1.2%	-12%	-10%	-1%	Dengue-2 NS5 capping pilot replicate=-3.0
Cc1ccnn1CCC(=O)N1CCCC(Nc2ccc(F)c(F)c2)C1 (stereo not drawn)	6%	6.5%	3%	nt	25%	-1.1%	-8%	-3%	1%
OCCn1c(-c2ccccc2)csc1=Nc1ccccc1	7%	2.5%	-27%	-28%	-2%	0.0%	-8%	3%	-3%
C=CCOc1cccc(/C=N/NC(=O)C(=O)NCc2ccco2)c1	6%	2.5%	14%	-4.9%	-4%	-1.7%	-1%	7%	3%
O=C(NCCc1ccncc1)C(F)(F)F	10%	2.5%	5%	-6.3%	9%	-1.8%	-1%	-2%	-7%	Dengue-2 NS5 capping pilot replicate=-0.3
CCOC(=O)c1ccccc1OC(=O)CS(=O)c1ccccc1[N+](=O)[O-] (stereo not drawn)	2%	0.8%	-14%	-4.6%	1%	-1.0%	-5%	-4%	-15%
CCOc1cc2[nH]c(=S)n(CCCC(=O)NCc3ccco3)c(=O)c2cc1OCC	4%	1.7%	-25%	-2.7%	1%	-0.9%	-6%	-1%	8%
Cc1ccc(S(=O)(=O)N2CCN(c3ccc(S(=O)(=O)N4CCOCC4)cn3)CC2)cc1	0%	-0.5%	15%	-1.6%	0%	0.3%	-3%	0%	-3%
CC(C)CC(=O)Nc1ccc(C(=O)CN2CCC(C)CC2)cc1	1%	3.4%	20%	-5.7%	12%	3.7%	-6%	-1%	-8%
COCCn1cc(C(=S)N2CCOCC2)c2ccccc21	2%	1.9%	-8%	-4.0%	11%	1.0%	-7%	0%	5%	Dengue-2 NS5 capping pilot replicate=0.3
COc1ccc(CCNC(=O)CCc2nc3sc4c(c3c(=O)[nH]2)CCCC4)cc1	12%	0.3%	19%	nt	-4%	4.9%	-1%	0%	-4%
O=c1[nH]n(-c2ccc(Cl)cc2)c2ncccc12	32%	0.5%	19%	-2.3%	25%	0.7%	-4%	-1%	-3%
COc1ccc(NC(=O)CCNS(=O)(=O)c2cccc3nsnc23)cc1OC	6%	1.2%	0%	-4.0%	9%	2.3%	3%	1%	1%
CC[n+]1ccc(C[n+]2ccccc2)c2ccccc21	6%	0.8%	-1%	-1.4%	17%	-12%	-8%	-1%	9%
COCc1cc(=O)[nH]c(SCC(=O)Nc2ccccc2)n1	2%	3.5%	-2%	-0.4%	24%	3.4%	-9%	0%	-46%
COc1cc(C(=O)NCc2nnc(SCC(=O)N3CCOCC3)o2)cc(OC)c1OC	-6%	0.4%	-6%	-1.5%	3%	-2.1%	-7%	0%	-10%
Cc1cc(Cn2nnnc2-c2ccncc2)cc(C)c1O	8%	0.7%	5%	nt	8%	-1.9%	-3%	5%	-5%
CCC(CC)C(=O)Nc1cccc(/C(C)=N/NC(=O)c2ccccc2Cl)c1	0%	0.2%	-2%	-5.5%	19%	-2.1%	-8%	-2%	-9%
Cc1ccc(-c2nnc(SCC(=O)Nc3ccc4c(c3)OCCO4)n2N)cc1	7%	2.1%	-3%	-24%	4%	0.8%	-2%	1%	-5%

Copied from above (ten entries):
SMILES	Rac1 GTP hydrolysis	RSV antiviral HEp-2	AID2073	XIAP displacement	Large T inhibition	HIV fusion peptide	LYP inhibition	SIAH1 antagonists	Dengue-2 NS5 capping	others
COCCn1cc(C(=S)N2CCOCC2)c2ccccc21	2%	1.9%	-8%	-4.0%	11%	1.0%	-7%	0%	5%	Dengue-2 NS5 capping pilot replicate=0.3
COc1ccc(CCNC(=O)CCc2nc3sc4c(c3c(=O)[nH]2)CCCC4)cc1	12%	0.3%	19%	nt	-4%	4.9%	-1%	0%	-4%
O=c1[nH]n(-c2ccc(Cl)cc2)c2ncccc12	32%	0.5%	19%	-2.3%	25%	0.7%	-4%	-1%	-3%
COc1ccc(NC(=O)CCNS(=O)(=O)c2cccc3nsnc23)cc1OC	6%	1.2%	0%	-4.0%	9%	2.3%	3%	1%	1%
CC[n+]1ccc(C[n+]2ccccc2)c2ccccc21	6%	0.8%	-1%	-1.4%	17%	-12%	-8%	-1%	9%
COCc1cc(=O)[nH]c(SCC(=O)Nc2ccccc2)n1	2%	3.5%	-2%	-0.4%	24%	3.4%	-9%	0%	-46%
COc1cc(C(=O)NCc2nnc(SCC(=O)N3CCOCC3)o2)cc(OC)c1OC	-6%	0.4%	-6%	-1.5%	3%	-2.1%	-7%	0%	-10%
Cc1cc(Cn2nnnc2-c2ccncc2)cc(C)c1O	8%	0.7%	5%	nt	8%	-1.9%	-3%	5%	-5%
CCC(CC)C(=O)Nc1cccc(/C(C)=N/NC(=O)c2ccccc2Cl)c1	0%	0.2%	-2%	-5.5%	19%	-2.1%	-8%	-2%	-9%
Cc1ccc(-c2nnc(SCC(=O)Nc3ccc4c(c3)OCCO4)n2N)cc1	7%	2.1%	-3%	-24%	4%	0.8%	-2%	1%	-5%
